Source: PubChem BioAssay
procasp7 counter: counter-screen for procaspase-3 activators: activators of human procaspase-7 | AID 463210 | activation, % at 8.5 µM | recombinant procaspase-7, Ac-DEVD-pNA absorbance 405 nm; D23A/D198A/D206A triple mutant, cannot self-cleave; scale: DMSO 0, 5 µM enzyme 100 | 0.093% of 330,000 active | P55210;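 active means percent activation above the screen-wide mean plus 3 SD, cut at about 25% in these data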
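Assay system: Uncleavable procaspase-7 mutant enzyme / Input: 2 µM procaspase-7 mutant as dispensed / Dosing: single nominal 8.5 µM compound dose, 0.8% DMSO final / Timing: 1 h enzyme–compound preincubation and 2 h substrate reaction, both 25 °C / Detection: p-Nitroaniline absorbance at 405 nm, read at 0 and 120 min / Replication: singlicate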
JMJD2C inh: inhibitors of human GASC-1 (JMJD2C) demethylase | Q9H3R0 | GST-JMJD2C(1-420) H3K9me3 demethylation, DELFIA europium | 0.069% of 330,000 active | inhibition, % at 2.35 µM;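 active means more than half of a compound's replicate wells show inhibition beyond 50%, single wells judged on their own value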;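 further: signal counts dimethyl H3K9 product captured on neutravidin plate; 0% = median of DMSO wells and 100% = 0.3 times that DMSO median; strong numbers were not always called active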
Target sequence (Q9H3R0 1-420 limits assumed): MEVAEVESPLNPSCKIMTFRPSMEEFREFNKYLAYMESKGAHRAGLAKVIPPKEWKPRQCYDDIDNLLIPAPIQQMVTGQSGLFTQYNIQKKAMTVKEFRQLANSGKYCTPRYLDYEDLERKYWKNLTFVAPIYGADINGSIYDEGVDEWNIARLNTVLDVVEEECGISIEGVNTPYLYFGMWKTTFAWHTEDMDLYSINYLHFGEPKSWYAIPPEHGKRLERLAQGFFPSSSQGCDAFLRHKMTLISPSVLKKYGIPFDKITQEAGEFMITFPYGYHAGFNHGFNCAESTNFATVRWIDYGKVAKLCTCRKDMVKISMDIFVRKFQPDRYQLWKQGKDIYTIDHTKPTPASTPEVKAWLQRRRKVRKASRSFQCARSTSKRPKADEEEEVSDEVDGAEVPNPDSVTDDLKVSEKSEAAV
GRK2 aptamer HTS: human GRK2 inhibition via aptamer displacement; bead flow cytometry, FAM-aptamer displacement from GRK2; P25098; inhibition of aptamer binding, % at 10 µM; 0.59% of 330,000 active;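 active means inhibition of aptamer binding above 40%, roughly 3 SD of noise, on plates passing a quality check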;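 further: median bead fluorescence of bound FAM aptamer so fluorescent compounds give negative values; no value below 0 was filed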
PP1 inh: PP1-alpha (human) inhibition in PP5 counter-screen | P62136 | purified PP1alpha, OMFP fluorescence | inhibition, % at 6.7 µM | 0.9% of 320,000 active;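 active means inhibition above the mean inhibition of all tested compounds plus 3 SD, computed separately for each screening campaign, cut at about 15% in these data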
HCV core dimer: blocks dimerization of HCV core protein | TR-FRET GST/Flag-core106 dimerization, 1536-well | inhibition, % at 5 µM | 0.33% of 300,000 active | AID 1899;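 active means inhibition above the mean of all tested compounds plus 3 SD, set per screening campaign, cut at about 45% in these data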
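Test system: GST/Flag-tagged HCV core106 proteins; Medium: KF-containing HEPES buffer, pH 7.45, DTT, CHAPS, BSA; Times: compound-protein-antibody incubation 4 h at 22.5 °C; Detection: TR-FRET 671 and 617 nm emission; Benchmarks: wells lacking GST-core106 and wells with excess unlabelled core106.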
VLA-4 inh: inhibition in a human VLA-4 binding assay; P13612; VLA-4 expressing cells, ligand binding flow cytometry; inhibition, % (about 7 µM as worked out from the volumes in the protocol); 0.2% of 330,000 active; in the data active means inhibition above about 50%
PP5 inh: blocks human protein phosphatase 5 activity | P53041 | purified PP5c, OMFP substrate fluorescence | 0.18% of 320,000 active | AID 1987 | inhibition, % at 6.7 µM;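 active means inhibition above the campaign's mean inhibition across all tested compounds plus 3 SD, cut at about 9.5% in these data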;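 further: 0% = DMSO only and 100% = 100 µM cantharidin control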
Target sequence (P53041 whole entry, looked up): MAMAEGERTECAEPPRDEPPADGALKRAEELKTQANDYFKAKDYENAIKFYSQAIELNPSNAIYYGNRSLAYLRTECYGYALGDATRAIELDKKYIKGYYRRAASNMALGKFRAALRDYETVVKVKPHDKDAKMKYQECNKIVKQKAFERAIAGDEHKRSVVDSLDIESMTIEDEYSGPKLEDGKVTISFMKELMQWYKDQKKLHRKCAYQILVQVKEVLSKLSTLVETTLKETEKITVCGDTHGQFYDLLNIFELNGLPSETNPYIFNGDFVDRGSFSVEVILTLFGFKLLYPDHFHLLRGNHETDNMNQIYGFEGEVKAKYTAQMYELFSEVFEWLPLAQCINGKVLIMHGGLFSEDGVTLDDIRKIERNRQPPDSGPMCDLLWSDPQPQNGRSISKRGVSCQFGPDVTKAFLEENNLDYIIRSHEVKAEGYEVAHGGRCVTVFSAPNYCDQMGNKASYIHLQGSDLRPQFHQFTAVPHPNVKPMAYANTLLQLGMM
procasp3 activ: activates human procaspase-3; P42574; recombinant procaspase-3 D3A, Ac-DEVD-pNA absorbance 405 nm; activation, % at 8.5 µM; 0.11% of 330,000 active; AID 463141;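 active means activation above the mean of all tested compounds plus 3 SD, cut at about 21% in these data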;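 further: 0% = DMSO alone and 100% = DMSO wells spiked with extra 5 µM PC-3 D3A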
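Compound: 8.5 µM single point, 0.8% DMSO / Material: Autoprocessing-dead procaspase-3 D3A mutant enzyme / Timing: 1 h preincubation plus 2 h reaction at 25 °C / Medium: Zinc-free HEPES/NaCl buffer with 0.01% Triton X-100 at pH 7.4 / Technique: 405 nm absorbance of p-nitroaniline, reads at 0 and 120 min / Repeats: one well per compound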
CTSL1 counter: counter-screen for PFM18AAP inhibitors: inhibitors of F. hepatica cathepsin L1. recombinant F. hepatica cathepsin L1, Z-Leu-Arg-MCA fluorescence. inhibition, % at 5.96 µM. 0.49% of 300,000 active. AID 1906;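 active means inhibition above the mean of all tested compounds plus 3 SD, set per screening campaign, cut at about 17% in these data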;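 further: 0% = plate median of test compound wells and 100% = 1 µM Z-Phe-Ala-diazomethylketone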
The depositor's hits bear a star; nt = no result given.

SMILES	procasp7 counter	JMJD2C inh	GRK2 aptamer HTS	PP1 inh	HCV core dimer	VLA-4 inh	PP5 inh	procasp3 activ	CTSL1 counter
CCCc1cc(=O)oc2cc(C)cc(OC(C)C(=O)NCCCN3CCOCC3)c12 (centres undefined)	9	-12	2	2	4	12	0.3	5	3
Cc1ccc(S(=O)(=O)N2CCN(C(=O)COC(=O)c3cncc(Br)c3)CC2)c(C)c1	0	-2	7	nt	nt	20	nt	-7	nt
O=C(c1ccc(NC(=S)Nc2ccc(F)cc2F)cc1)N1CCOCC1	0	3	1	-1	-2	-10	-2.8	-4	-3
COc1ccc(NC(=O)CSc2nnc(-c3ccccc3C)n2N)cc1	-6	8	2	-2	0	-44	-2.3	-5	-2
Cc1cc(NC(=O)CSc2nnc(-c3cccnc3)n2C)no1	-4	3	0	0	4	0	2.2	4	1
Cc1ccccc1OCC(=O)Nc1ccc2oc(=O)ccc2c1	-9	12	4	-3	-4	4	5.6	-1	-3
CCOC(=O)N1CCc2c(sc3nc4n(c(=O)c23)N=C(C)CS4)C1	1	31	1	0	0	1	0.9	-7	8
CCN1CCN(c2nc(-c3ccccc3Cl)nc3ccccc23)CC1	12	-26	0	2	-5	7	2.9	3	0
NC(=O)COC(=O)/C=C/c1ccccc1[N+](=O)[O-]	2	22	1	2	-1	0	0.0	3	-7
C/C(=C\C(=S)Nc1ccccc1)Nc1cccc2ccccc12	-32	-14	2	-11	-7	3	-3.2	-18	-5
O=C(NCCc1ccc(Cl)cc1)c1ccc(CS(=O)Cc2ccc(Cl)cc2)o1 (centres undefined)	-3	0	1	-3	-5	-2	0.8	2	1
CCCCCCC(=O)NN1CCN(C)CC1	11	0	0	-3	4	11	-0.6	-6	4
COc1cc(CN2CC(C)OC(C)C2)cc(OC)c1 (centres undefined)	12	16	1	4	-5	10	3.4	5	-1
Cc1cc(C)c2nncn2n1	5	-1	2	-1	1	-4	0.3	5	-4
CN(C)/C=N/c1cc(=O)[nH]c(=O)n1Cc1ccccc1	4	3	nt	-1	-2	nt	0.8	15	-5
Cc1ccccc1OCCn1cnc2c(N)ncnc21	1	5	27	-5	2	13	5.6	4	0
O=C(NC1CCCCCC1)c1ccc(CS(=O)Cc2cccc(Cl)c2)o1 (centres undefined)	-14	-2	3	-2	3	13	2.1	4	-1
Cc1ccc(N(C(=O)CNC(=O)c2ccco2)C(C(=O)NC2CCCCC2)c2cccnc2)cc1C (centres undefined)	1	9	0	1	1	4	-0.3	2	0
O=C(N/N=C/c1ccc2c(c1)OCO2)c1cccc(NC(=O)c2ccccc2Cl)c1	8	10	1	3	8	2	1.9	-2	3
Cc1ccc(CSCc2ccc(C(=O)NCC3CCCO3)o2)cc1 (centres undefined)	6	-10	3	-3	0	20	-0.6	9	-3
COCCn1nnnc1SCC(=O)NCc1ccc2c(c1)OCO2	-3	-18	3	-1	-2	0	0.7	1	-3
O=C(CCNS(=O)(=O)c1cccc2nsnc12)NCc1ccc(F)cc1	-8	-13	1	-2	-3	4	0.0	-3	-2
C=CCN(C(=O)CNS(=O)(=O)c1ccccc1)C(C(=O)NCCOC)c1ccncc1 (centres undefined)	-5	19	1	-2	-1	-4	-2.0	2	-2
COC(=O)c1cc(OC)c(OC)cc1NC(=O)CSc1ccccc1	7	12	4	3	5	9	4.4	-6	2
COCCCn1c(SCc2cccc(C(F)(F)F)c2)nc2cc(OC)c(OC)cc2c1=N	-1	-3	2	0	-6	10	2.7	3	8
CCC(C)NC(=O)C1CCC(CNS(=O)(=O)c2ccc3c(c2)CC(C)N3C(C)=O)CC1 (centres undefined)	7	-1	3	-2	-3	6	-1.4	5	-2
COC(=O)[C@]1(C)N[C@H](c2ccc(-c3ccccc3)cc2)[C@@H]2C(=O)N(C)C(=O)[C@@H]21	-6	0	nt	-1	2	nt	2.1	2	3
COc1ccc(-c2nn(-c3ccccc3)cc2C(=O)N(C)CC(=O)Nc2cccc(F)c2)cc1	2	-5	0	1	nt	18	4.2	9	nt
COc1ccc(S(=O)(=O)N(C)C[C@H]2Oc3c(NS(=O)(=O)c4cn(C)cn4)cccc3C(=O)N([C@H](C)CO)C[C@@H]2C)cc1	4	-21	0	nt	nt	-3	nt	-2	nt
O=C(c1cccc(S(=O)(=O)N2CCCCC2)c1)N1CCCCC1	1	-7	0	0	2	16	0.1	-3	2

Random excerpt: 2 entries already listed.
SMILES	procasp7 counter	JMJD2C inh	GRK2 aptamer HTS	PP1 inh	HCV core dimer	VLA-4 inh	PP5 inh	procasp3 activ	CTSL1 counter
CN(C)/C=N/c1cc(=O)[nH]c(=O)n1Cc1ccccc1	4	3	nt	-1	-2	nt	0.8	15	-5
COCCn1nnnc1SCC(=O)NCc1ccc2c(c1)OCO2	-3	-18	3	-1	-2	0	0.7	1	-3

Following part:
SMILES	procasp7 counter	JMJD2C inh	GRK2 aptamer HTS	PP1 inh	HCV core dimer	VLA-4 inh	PP5 inh	procasp3 activ	CTSL1 counter
O=C(Cc1cccs1)N1CCC(c2nc3c(nnn3Cc3ccc(F)cc3)c(=O)[nH]2)CC1	-18	0	9	3	4	1	4.2	-3	2
O=C(COC(=O)COc1cc(Cl)c(Cl)cc1Cl)NC1CC1	13	13	2	nt	nt	0	nt	6	nt
CC/C(O)=C1\C(=O)CCCC1=NCCc1nc2ccccc2[nH]1	-1	17	3	3	-2	-9	-2.0	1	-3
C=CCN(CC=C)CCOc1ccccc1	0	4	0	-2	1	2	1.0	4	-4
NC(=O)c1cc([N+](=O)[O-])c(Cl)cc1NCc1ccncc1	-8	-9	2	-2	4	-6	2.7	-10	2
O=C1CC(C(=O)Nc2ccc(C(=O)N3CCOCC3)cc2)C2(CCCCC2)O1 (centres undefined)	-7	4	3	0	1	13	-2.1	5	0
CC1=C(C(=O)N2CCOCC2)C(c2cccc(C)c2)NC(=S)N1 (centres undefined)	-14	-4	1	1	-3	16	1.3	-5	-3
O=S1(=O)N=C(N2CCCC2)c2ccccc21	7	-33	0	3	-2	-6	3.5	6	-1
Fc1cnc(N2CCOCC2)nc1N1CCc2ccccc21	7	1	1	1	0	3	-0.2	2	4
CCOc1ccccc1N1C(=O)c2ccc(S(=O)(=O)c3ccc(C(=O)O)cc3)cc2C1=O	3	20	2	1	1	9	0.1	2	9
O=C(OCc1nnc(-c2ccccc2)o1)c1cc(=O)[nH]c2ccccc12	5	-8	3	-2	1	0	0.8	0	-5
CCc1nc(N)c(C#N)c(-c2ccc(OC)c(OC)c2)c1C	11	-8	0	-2	1	3	1.5	0	5
CC(C)c1ccccc1NC(=O)c1cccc(NC(=O)c2ccccc2)c1	-2	4	1	-3	15	7	-0.1	-16	-5
CCCCOc1nc2c(c(=O)n(C)c(=O)n2C)n1C	-2	-4	5	1	-3	-7	1.4	-3	-1
Cc1nc2ccccc2n1/N=C/c1cccnc1	6	1	0	-2	-2	8	-1.1	8	-2
COc1ccccc1/C=C\C=N\NC(=O)c1ccco1	-8	3	0	-1	-8	8	0.1	0	3
COc1cccc(C(=O)/C=C2\NCCc3cc(OC)c(OC)cc32)c1	9	4	0	2	6	0	2.2	1	1
O=C(Nc1ccc(Cl)cc1)c1cc2nc(C3CC3)cc(C(F)(F)F)n2n1	6	6	3	1	8	-25	0.7	16	5
C=CCNC(=S)NNC(=O)c1cccc(Br)c1	6	5	0	0	-10	8	0.7	-3	0
Cc1nc2ccccc2n1Cc1ccccc1	3	-7	12	-2	-4	-13	-4.4	2	-5
CCOC(=O)c1cccc(NC(=O)Cn2nc(C)n3cccc3c2=O)c1	-1	1	0	-12	-18	6	-4.0	-6	6
CC(NCC(=O)NCCc1ccc(S(N)(=O)=O)cc1)c1ccc(F)cc1 (centres undefined)	5	12	0	-4	1	17	0.8	6	1
COc1cccc(CN2CCN(Cc3ccccc3C(F)(F)F)CC2)c1	2	8	4	3	2	-12	1.1	11	2
CC(=O)N1CCN(c2ccc(S(=O)(=O)N3CCCCC3)cc2[N+](=O)[O-])CC1	0	6	3	nt	nt	-2	nt	2	nt
O=C(COC(=O)/C=C/c1ccccc1)NCc1ccc(Cl)cc1	17	2	6	0	0	-6	-0.9	-6	-8
COc1ccc(CC(=O)NC(C)c2nnc(SCc3nc4ccccc4c(=O)[nH]3)n2C)cc1 (centres undefined)	-17	-35	4	-4	-3	6	-1.1	-6	-1
COc1ccc(-n2cc(CNCc3cccnc3)c(-c3cccc(F)c3)n2)cc1	-4	12	0	0	1	12	-1.0	-6	1
CC(=O)c1cccc(NC(=O)c2cc(C(C)C)on2)c1	22	-5	4	-2	10	27	-3.6	13	-1
CCN(CC)CC(=O)Nc1ccc(C)cc1C(=O)c1ccccc1	0	-5	1	-3	-1	19	0.8	7	2
O=C(Nc1ccc(S(=O)(=O)Nc2ccnn2-c2ccccc2)cc1)C(F)(F)F	3	26	0	-3	11	-6	2.0	3	-5
Cc1ccc(S(=O)(=O)NCCC(=O)NCC(c2cccs2)N(C)C)cc1 (centres undefined)	-2	nt	2	-4	nt	16	-1.4	-8	nt
C=CCOC(=O)CCCCCCCC	5	3	2	-7	nt	12	1.1	2	nt
CN1CCN(C2=Nc3cc(Cl)ccc3Nc3ccccc32)CC1	-3	-13	0	-3	-12	4	2.1	-1	-1
CC(C)(C)C1CCC(=NNC(=O)CN(c2ccccc2)S(=O)(=O)c2ccccc2[N+](=O)[O-])CC1 (centres undefined)	-4	-6	0	1	-2	6	0.4	-2	4
C=CCNc1sc(C(=O)C2CC2)c(N)c1C#N	2	nt	2	3	0	11	0.1	1	5
COC(=O)c1ccc(S(=O)(=O)c2ccc(C(=O)OC)s2)s1	1	4	0	1	-19	21	1.5	-7	1
COc1ccc(CC(=O)Nc2c3c(nn2C(C)(C)C)CS(=O)(=O)C3)cc1	-8	6	0	-5	-7	7	2.6	6	-3
Cc1ccc(OC(=O)c2ccccc2P(=O)(O)O)cc1	-3	-20	4	-4	-1	9	2.5	-4	-5
O=C1c2ccccc2C(=O)N1CCSc1nnc(-c2ccco2)n1Cc1ccccc1	1	-18	0	2	6	5	-2.3	7	-3
COc1cccc(N2C(=O)CC(N3CCC(C(N)=O)(N4CCCCC4)CC3)C2=O)c1 (centres undefined)	-2	11	6	-3	-5	-3	0.6	-13	-2
O=C(CSc1nnc2ccc(-c3ccccn3)nn12)NCCc1ccccc1	9	-5	8	-6	-10	-4	1.0	1	3
COc1ccccc1/C=C/CN1CCN(Cc2ccc(C)o2)C(CCO)C1 (centres undefined)	0	1	0	-1	-4	1	5.4	7	0
NC(=O)c1ccccc1Br	7	5	0	-1	4	-8	0.1	3	0
CCN(CC)c1cccc(OC(=O)c2cccnc2Cl)c1	2	5	0	0	0	-3	3.1	5	3
Cc1cc(NC(=O)CCN2CCCCC2)ccc1Br	3	-5	0	-3	10	26	-1.0	-4	0
